# Compound activity (PubChem BioAssay)
# S3 lipid droplet: qHTS Assay for Lipid Storage Modulators in Drosophila S3 Cells. Drosophila S3 cells, BODIPY lipid droplet fluorescence, 18-24 h; cells fed with added oleic acid. Potency in µM for hits, for the others lipid storage change, negative = inhibition, % at the top dose, mostly 46.1 µM. 0.64% of 320,000 active; active = well fitted inhibition curve with a large enough effect in the signal ratio, with a control signal flat, not every such curve was filed as active; inconclusive = small, poorly fitted or top-dose-only effect, or effect the other way, or a change in a side signal; the % refers to the signal ratio
#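 Drosophila S3 cells got compounds at several concentrations plus oleic acid (400 uM solution). Laser-scanning cytometry with 488 nm excitation read lipid droplets at 500-530 nm and cells at 575-640 nm. Percent activity was relative to 20 uM Triacsin C.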
# S3 lipid droplet cell count max: recorded beside S3 lipid droplet, whose call it bears; cell number change, %; measured here: cell count max response;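 cells counted by Cell Tracker Red CMTPX staining in the red channel; peak over a dose series mostly up to 46.1 µM; percent activity relative to internal control wells on each plate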
# * = called active by the depositor; i = inactive; ? = inconclusive; nt = not tested or not shown. % is scaled to controls: 0 for no effect and ±100 for the full control effect; potency is read from the fitted curve at half-maximal effect. This is a subset; the hit share may differ from the screen's.
No.	mol	S3 lipid droplet	S3 lipid droplet cell count max
1	O=C(CSc1n[nH]c(=O)[nH]c1=O)Nc1ccccc1C(=O)c1ccccc1	-17%	-10
2	CCCCN(CCCC)CCNC(=O)CNC(=O)c1cccs1	?	nt
3	COc1ccc(C)cc1NC(=O)NCCC1=CCCCC1	i	nt
4	C/C(=N/N1CCN(c2ccccc2)CC1)c1cccc([N+](=O)[O-])c1	?	nt
5	COc1cc(C2C3CN(C)CC=C3C(C#N)=C(N)C2(C#N)C#N)ccc1OC(C)C (stereo not given)	14%	13
6	CC1=NN(c2ccccc2)C(=O)C1c1ccccc1 (stereo not given)	?	nt
7	O=C(CN1CCN(c2ccc(O)cc2)CC1)Nc1ccc2c(c1)OCCO2	i	nt
8	c1ccc(-c2nc3ccccn3c2NC2CCCC2)nc1	?	nt
9	Nc1nc(Nc2ccccc2F)sc1C(=O)c1ccccc1	3%	-2
10	CCc1ccc(/C(C)=N/NC(=O)c2ccccn2)cc1	12%	nt
11	Cc1ccc(NC(=O)N/C=C/c2ccco2)cc1	?	nt
12	Cc1ccc(C(=O)NC(NCc2ccccc2)C(Cl)(Cl)Cl)cc1 (stereo not given)	-1%	nt

# A second format for some results above.
# Results follow in this order: S3 lipid droplet | S3 lipid droplet cell count max
10) CCc1ccc(/C(C)=N/NC(=O)c2ccccn2)cc1
    12% | nt
11) Cc1ccc(NC(=O)N/C=C/c2ccco2)cc1
    ? | nt

# More entries follow:
No.	mol	S3 lipid droplet	S3 lipid droplet cell count max
13	CSc1nnc2c3cc(C)ccc3n(Cc3ccccc3)c2n1	11%	-18
14	Cc1ccccc1C1N(c2nccs2)C(=O)C2CCCN21 (stereo not given)	0%	10
15	CN(CC(=O)Nc1ccc(F)c(F)c1F)C(=O)CN1C(=O)C2CCCCC2C1=O (stereo not given)	?	nt
16	CSCC[C@H](NC(=O)OC(C)(C)C)C(=O)N1CCC(C(=O)N[C@@H](C)C(=O)O)CC1	?	nt
17	Cc1ccc(CN(C)C(=O)COC(=O)CSc2cc(C)c3ccccc3n2)cc1	-13%	-16
18	O=C(NC(Cc1ccccc1)C(=O)O)/C(=C\c1ccco1)NC(=O)c1ccccc1 (stereo not given)	-10%	1
19	COc1ccc(CCNc2nc(-c3cccnc3)nc3ccccc23)cc1OC	9.2µM*	0.8*
20	COc1ccc(S(=O)(=O)NCCc2cc3ccc(C)c(C)c3[nH]c2=O)cc1	?	nt
21	Cc1csc(NC(=O)c2ccc(C)c(S(=O)(=O)N3CCCCC3)c2)n1	-3%	-13
22	Cn1ccnc1SCC(=O)N1CCN(S(=O)(=O)c2ccccc2)CC1	?	nt
23	COc1ccccc1CCC(=O)OCC(=O)c1c(N)n(CC(C)C)c(=O)n(C)c1=O	?	nt
24	COc1ccccc1/C=C/C(=O)OCC(=O)Nc1cc(C(F)(F)F)ccc1N1CCOCC1	8%	-1

# Some of the entries above, set out differently:
18. O=C(NC(Cc1ccccc1)C(=O)O)/C(=C\c1ccco1)NC(=O)c1ccccc1 (stereo not given)
  S3 lipid droplet = -10%
  S3 lipid droplet cell count max = 1
19. COc1ccc(CCNc2nc(-c3cccnc3)nc3ccccc23)cc1OC
  S3 lipid droplet = 9.2µM*
  S3 lipid droplet cell count max = 0.8*

# (further entries)
No.	mol	S3 lipid droplet	S3 lipid droplet cell count max
25	CCN(CC(=O)Nc1ccccc1OC)C(=O)c1cccc(-n2cccc2)c1	?	nt
26	O=C(N/N=C/c1cccnc1)c1ccccc1OCc1ccc(Cl)cc1	?	nt
27	CCc1cccc2c(C(=O)CN3C(=O)NC(C)(c4cccc5ccccc45)C3=O)c[nH]c12 (stereo not given)	?	nt
28	CC(=O)c1ccc(OC(=O)C2CC(=O)N(c3cccc(C)c3)C2)cc1 (stereo not given)	?	nt
29	CCc1nonc1NC(=O)c1oc2ccc(Cl)cc2c1C	?	nt
30	O/N=C/c1ccc(OCc2ccccc2)c(Br)c1	?	nt
31	N#CC1=C(N)OC2=C(C(=O)CC(c3ccccc3)C2)C1c1cccnc1 (stereo not given)	?	nt
32	CC(C)N(C)Cc1nnnn1CC(=O)NCCc1cccc(C(F)(F)F)c1	?	nt
33	Cc1ccc(NCC(=O)c2ccccc2)cc1Cl	i	nt
34	COc1ccc(N(C(=O)Cc2cccs2)C(C(=O)NC2CCCC2)c2ccncc2)cc1OC (stereo not given)	i	16
35	CSCC[C@H](NC(=O)OC(C)(C)C)C(=O)N1CCC(C(=O)N[C@@H](Cc2c[nH]c3ccccc23)C(=O)O)CC1	0%	7
36	CC(O)C(C(=O)OCc1ccc([N+](=O)[O-])cc1)N1C(=O)c2ccccc2C1=O (stereo not given)	?	nt
37	CCC(C)NC(=O)Nc1ccc(F)c(Cl)c1 (stereo not given)	?	nt
38	C=CCNC(=O)COC(=O)C1CCN(S(=O)(=O)c2ccc3c(c2)OCCO3)CC1	?	nt
39	Nc1nonc1-n1nnc(C(=O)N/N=C/c2ccc3c(c2)OCO3)c1-c1ccccc1	?	nt
40	OC1CCCN(Cc2cn(Cc3ccccc3)nc2-c2cc3ccccc3o2)C1 (stereo not given)	20%	3
41	COc1cc(/C=C2/C(=O)ON=C2C)cc(Cl)c1O	?	nt
42	Cc1oc(-c2ccccc2Cl)nc1CS(=O)CC(=O)NCCCN1CC(C)CC(C)C1 (stereo not given)	-23%	nt
43	O=[N+]([O-])c1cccc(/C=N/N2CCN(Cc3ccccc3)CC2)c1	5%	-14
44	CCc1ccc(NC(=O)N(CCCOC(C)C)C2CCN(C(C)=O)CC2)cc1	i	23
45	CCN(CCCNC(=O)C1CCN(S(=O)(=O)CC)CC1)c1cccc(C)c1	1%	-7
46	Cc1[nH]c2c(ccc3cccnc32)c1C	i	10
47	CCCCOc1ccc(C(O)(CCC)CCN2CCOCC2)cc1 (stereo not given)	2%	nt
48	COc1cc(/C=C2/SC(=S)N(c3ccccc3)C2=O)ccc1Oc1nc(N2CCOCC2)nc(N2CCOCC2)n1	0%	9
49	Cc1ccc(C)c(SCC(=O)Nc2cc(C)nn2-c2ccc(F)cc2)c1	0%	0
50	O=C(C1COc2ccccc2O1)N1CCN(Cc2ccc(Br)cc2F)CC1 (stereo not given)	i	28
51	CC(=O)c1cc(F)c(N2CCOCC2)cc1C	?	nt
52	Cc1ccc2[nH]c3c(N4CCOCC4)ncnc3c2c1	?	nt
53	COc1cc2c(=O)n(CCC(=O)NCC3CCCO3)c(=O)n(CC(=O)Nc3ccc(C)cc3C)c2cc1OC (stereo not given)	i	12
54	O=C(NN=C(Cc1ccccc1)Cc1ccccc1)C1CC1	i	nt
55	Cc1nnc(N/N=C/c2ccc(-c3ccccc3F)o2)n1N	?	nt
56	CC(C)C(=O)NN(C(=O)c1ccccc1)c1ccccc1	7%	5
57	CCN(C(=O)COC(=O)/C=C/c1nc2ccccc2s1)C1CCS(=O)(=O)C1 (stereo not given)	?	nt
58	C=CCn1c(O)c(N=NC(=O)CNC(=O)/C=C/c2ccc(OC)cc2)c2ccccc21	12%	15
59	CCOc1ccc(NC(=O)CCC(=O)N/N=C/c2ccc3c(c2)OCO3)cc1	?	nt
60	COc1ccc(O)c(C(=O)c2cnc3c(c2)c(-c2ccc(F)cc2)c(C#N)c(=O)n3C)c1	?	nt
61	CC1CCC(=NNc2ccc(C(F)(F)F)cc2[N+](=O)[O-])CC1 (stereo not given)	?	nt
62	NS(=O)(=O)c1cccc(NC(=O)CSc2nc3ccccc3[nH]2)c1	-9%	-2
63	CSc1cccc(NC(=O)Nc2ccccc2)c1	?	nt
64	CCOC(=O)c1c(C)[nH]c(C(=O)CN(C)CC(=O)Nc2ccccc2Cl)c1C	-6%	16
65	Cc1ccc(S(=O)Cc2ccc(C(=O)N3CCN(C4CCCCC4)CC3)o2)cc1 (stereo not given)	27%	nt
66	Cc1cc(OC(=O)c2ccccc2Cl)ccc1N1C(=O)CCC1=O	?	nt
67	O=C(COC(=O)Cc1ccc(F)cc1)NC(=O)NC1CCCC1	?	nt
68	CC(=O)Nc1cccc2c1C(=O)N(c1ccccc1OC(C)=O)C2=O	i	-12
69	O=C(c1ccc2c(c1)OCCO2)N1CCN(c2ncc(C(F)(F)F)cc2Cl)CC1	?	nt
70	Cc1cccc(NC(=O)Nc2ccncc2)c1	-19%	2
71	O=C(Nc1ccccc1C(=O)NC1CCCCC1)c1ccco1	7%	1
72	O=C1c2ccccc2NC(c2cnc3ccccc3n2)N1O (stereo not given)	20%	7
73	COc1ccccc1C1(CCNS(=O)(=O)c2ccc(C)cc2)CCOC(C(C)C)C1 (stereo not given)	?	nt
74	CCN(CC)CCNC(=O)Cn1nc(Cc2cccnc2)c2ccccc2c1=O	?	nt
75	Cc1ccc(OCCCC(=O)Nc2cc(S(=O)(=O)N3CCOCC3)ccc2N2CCOCC2)cc1	i	-12
76	O=C1CCC(C(=O)N2CCC(CCO)CC2)CN1Cc1ccc(Cl)cc1 (stereo not given)	i	0
77	CCCN1CCN(C(=S)Nc2ccccc2C(F)(F)F)CC1	3%	-12
78	NC(=O)CC(NC(=O)Cc1ccc(Cl)cc1)c1ccc(NCC2CC2)c([N+](=O)[O-])c1 (stereo not given)	?	nt
79	Cc1ccc(C(=O)OC2CCS(=O)(=O)c3sccc32)cc1 (stereo not given)	2%	-4
80	COc1ccc(-c2nc3c4ccccc4ccn3c2C=O)cc1	9%	4
81	O=S(=O)(c1ccc(F)cc1)N1CCC(n2cnc3ccccc32)CC1	9%	nt
82	COc1ccc(OC)c(C2C(C(=O)Nc3ccc(F)cc3)=C(C)Nc3nc(CCCO)nn32)c1 (stereo not given)	?	nt
83	COc1ccccc1/C=C1\SC(=S)N(CCC(=O)NCCCn2ccnc2)C1=O	?	nt
84	Cc1nn(Cc2ccccc2)c2c1C(c1ccco1)C(C#N)=C(N)O2 (stereo not given)	i	4

# One compound at a time, from the list above.
# `Cc1nn(Cc2ccccc2)c2c1C(c1ccco1)C(C#N)=C(N)O2` (stereo not given) as listed: S3 lipid droplet = i; S3 lipid droplet cell count max = 4
# `COc1ccccc1/C=C1\SC(=S)N(CCC(=O)NCCCn2ccnc2)C1=O` as listed: S3 lipid droplet = ?; S3 lipid droplet cell count max = nt

# (continued)
No.	mol	S3 lipid droplet	S3 lipid droplet cell count max
85	Cc1cc(N2CCN(C)CC2)ccc1NC(=O)c1c2c(nc3ccccc13)CCN(Cc1ccccc1)C2	-7%	-21
86	CCOC(=O)C1=C(C)NC(=S)NC1c1cccs1 (stereo not given)	?	nt
87	On1nnc2cc(C(F)(F)F)ccc21	?	nt
88	CC(C)(C)c1ccc(C(=O)NNC(=O)C(=O)N2CCCCC2)cc1	5%	1
89	O=C(CN1CCN(S(=O)(=O)c2cccc(Cl)c2)CC1)N1CCCCC1	?	nt
90	NNC(=O)c1ccc(OCC2CC(c3ccc(Cl)cc3)=NO2)cc1 (stereo not given)	?	nt
91	CCn1cc(S(=O)(=O)c2ccc(OC)cc2)c(=O)c2cc(F)c(N3CCN(C)CC3)cc21	?	nt
92	Cc1nc(C(=O)NCc2ccccc2)sc1C1(C)CC(c2ccccc2)=NO1 (stereo not given)	16%	-1
93	COc1ccc(CNc2cc(C)ccn2)c(O)c1	?	nt
94	CC1S/C(=C(\C#N)C(=O)NCc2ccco2)N(Cc2ccco2)C1=O (stereo not given)	-5%	-7
95	CCOC(=O)C1CCN(c2cc(=O)n(C3CCCCC3)c(=O)[nH]2)CC1	-2%	1
96	CCOC(=O)N1CCN(C(=O)c2cn(CC)c3ccc(S(=O)(=O)N4CCC(C)CC4)cc3c2=O)CC1	3%	-3
97	CCN(C(=O)CN1CCN(c2ccccc2)CC1)c1c(N)n(Cc2ccccc2)c(=O)[nH]c1=O	13µM*	-22*
98	CCCCc1cc(=O)oc2cc(OCC(=O)N3CCC(C(=O)O)(c4ccccc4)CC3)ccc12	-19%	-18
99	Cn1ccnc1C(=O)c1cc(=O)c2ccccc2o1	?	nt
100	O=C(CSc1nc2ccccc2c(=O)n1-c1ccccc1)NC(=O)CN1CCCC1=O	?	nt
101	C(=N\N1CCN(Cc2ccccc2)CC1)/c1cccnc1	10%	3
102	O=C(O)CN1C(=O)/C(=C\c2cc(Br)ccc2OCc2ccccc2Cl)SC1=S	6%	0
103	C=CCNC(=O)C(=O)NCC(c1ccc2c(c1)OCO2)N1CCN(c2ccc(F)cc2)CC1 (stereo not given)	-19%	12
104	O=C1NC2(CCCCC2)C(=O)N1CCS(=O)(=O)Oc1ccc(Br)cc1	?	nt
105	CC(C)OC(=O)c1c(NC(=O)C2CC=CCC2C(=O)O)sc2c1CCCCC2 (stereo not given)	?	nt
106	O=C(C[n+]1ccccc1)NNc1ccccc1	?	nt
107	Cc1nnc(N/N=C/c2cc([N+](=O)[O-])c(N3CCC(C)CC3)cc2N2CCC(C)CC2)n1N	?	nt
108	Cc1cccc(-n2ncc3c2CCCC3NC(=O)C2=CC(=O)CC(C)(C)O2)c1C (stereo not given)	?	nt
109	CCOC(=O)c1nn(-c2ccccc2C)c(=O)c(C#N)c1C	?	nt
110	COc1cc(/C=N/Nc2ccc(S(N)(=O)=O)cc2[N+](=O)[O-])cc(OC)c1O	-8%	15
111	N#CC(C#N)=c1ccc2c(c1)NC1(CCCCC1)N=2	1%	1
